RAD54 branch – blocks human RAD54 Holliday junction branch migration; Q92698; FAM/BHQ fluorescence; inhibition, % at 10.4 µM; 0.14% of 360,000 active; AID 602329;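 active = mean normalized replicate activity at least 40 and at least half of replicates scoring 40 or more; inconclusive = only one of the two criteria met; inactive = mean below 40 and under half of replicates reaching 40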;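 note: 0% = median of neutral control wells and 100% = median of positive control wells; inhibitors cause a drop in the FAM fluorescence signal; in these data hits start at about 50%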
ERp5 inh – inhibitors of human ERp5. AID 651711. ERp5 insulin aggregation, absorbance 650 nm, 90 min. inhibition, % at 9.99 µM. 0.05% of 350,000 active;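 active = mean replicate inhibition above about 25%, with every replicate also reaching it, limit read from the data, passing the limit was not always enough; inconclusive = only one of those two criteria met; inactive = neither criterion met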
Target sequence (Q15084 whole entry, looked up): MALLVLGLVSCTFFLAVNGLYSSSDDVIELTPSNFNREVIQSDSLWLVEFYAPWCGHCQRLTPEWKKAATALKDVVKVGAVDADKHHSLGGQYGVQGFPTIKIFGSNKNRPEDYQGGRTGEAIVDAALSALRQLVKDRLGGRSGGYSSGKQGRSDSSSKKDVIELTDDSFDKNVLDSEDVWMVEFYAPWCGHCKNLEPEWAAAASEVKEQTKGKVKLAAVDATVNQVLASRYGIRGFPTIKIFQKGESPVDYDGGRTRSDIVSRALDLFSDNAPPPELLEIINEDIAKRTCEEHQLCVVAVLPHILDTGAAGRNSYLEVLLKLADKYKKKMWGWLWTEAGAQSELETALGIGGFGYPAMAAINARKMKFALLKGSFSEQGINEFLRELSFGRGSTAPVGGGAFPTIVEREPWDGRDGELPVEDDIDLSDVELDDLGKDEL
RAD52 anneal inh – RAD52 (human) annealing inhibition; recombinant RAD52 DNA annealing, FRET fluorescence; inhibition, % at 18.7 µM; 0.46% of 360,000 active;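 active = every replicate showing at least 50% inhibition; inconclusive = mean inhibition at least 50% but not in every replicate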
Target sequence (P43351 whole entry, looked up): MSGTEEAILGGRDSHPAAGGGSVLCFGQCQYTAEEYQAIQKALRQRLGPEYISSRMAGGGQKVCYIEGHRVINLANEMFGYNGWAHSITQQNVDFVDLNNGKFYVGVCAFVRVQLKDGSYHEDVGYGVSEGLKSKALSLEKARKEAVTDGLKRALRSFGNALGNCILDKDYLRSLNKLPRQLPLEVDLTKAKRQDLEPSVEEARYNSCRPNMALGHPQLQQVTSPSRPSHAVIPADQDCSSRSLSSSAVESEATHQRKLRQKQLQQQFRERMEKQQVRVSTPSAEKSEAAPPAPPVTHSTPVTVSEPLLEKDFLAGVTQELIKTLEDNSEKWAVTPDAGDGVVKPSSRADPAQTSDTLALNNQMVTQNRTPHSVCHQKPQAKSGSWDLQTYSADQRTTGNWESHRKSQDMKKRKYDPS
E-sel inducer – induces E-selectin expression in human endothelial cells; P16581; HUVEC E-selectin immunofluorescence imaging; normalized: neutral wells 0, TNF-alpha wells 100; activation, % at 7.58 µM; 0.37% of 260,000 active;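 active = mean E-selectin-positive cell signal at least 10% of the positive control, reached in at least 60% of replicates, without over 20% cell loss; inconclusive = no rule given, readout overlaps actives, possibly toxicity-flagged; inactive = the rest, including those meeting only one limit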;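 note: in these data hits start at about 27%; measured in HUVEC primary endothelial cells; signal is the percent of cells scored E-selectin positive by PE staining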
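Material: HUVEC primary endothelial cells; Amount: 3,000 cells per well; Dosing: single concentration; Medium: EGM-2 growth medium on 0.1% gelatin-coated wells; Read-out basis: percent E-selectin-positive cells; Signal: immunofluorescence imaging; Control set: TNF-alpha, DMSO.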
XiGFP reactiv – X-chromosome reactivation activator; XiGFP mouse fibroblasts, % GFP-positive cells imaging, 3 d; cells co-treated with 5-aza-dC sensitizer; scaled so ellipticine positive control = 100%; activation, % at 7.58 µM; 0.055% of 360,000 active; AID 743238;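 active = mean normalized replicate activation at least 10% and every replicate at or above 10%; inconclusive = only one of the two criteria met; inactive = mean below 10% and not all replicates reach 10%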;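 note: 0% = median of on-plate neutral control wells and 100% = ellipticine 6 µM median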
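Schedule: 3 d treatment, 15 min room-temperature fixation; system: 68-5-11 XiGFP fibroblast line; buffer or medium: DMEM plus 5-aza-dC sensitizer; control set: ellipticine 6 µM positive control; compound: one concentration, pinned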
ERAP1 HTS inh – blocks human ERAP1 aminopeptidase activity; Q9NZ08; recombinant ERAP1, Leu-AMC fluorescence, 60 min; inhibition, % at 10.7 µM; 0.15% of 340,000 active;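 active = mean replicate inhibition of at least 30%, or all replicates individually reaching that 30% level; inactive = mean below 30% and not every replicate reaching it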;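 note: 0% = neutral control wells and 100% = L-leucinethiol positive control wells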
S100A4 MyoIIA – blocks human S100A4 binding to myosin IIA peptide; S100A4/TAMRA-MyoIIA peptide fluorescence polarization; inhibition, % at 10.7 µM; 0.14% of 360,000 active;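 active = mean inhibition of at least 70% across replicates, with every replicate also reaching that level; inconclusive = mean inhibition reaches 70% but some replicates fall short; inactive = mean inhibition below 70%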
Target sequence (P26447 whole entry, looked up): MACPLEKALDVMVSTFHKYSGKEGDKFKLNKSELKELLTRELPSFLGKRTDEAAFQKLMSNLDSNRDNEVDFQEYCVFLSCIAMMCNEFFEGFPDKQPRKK
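Material: S100A4 monomer protein | Medium: HEPES pH 7.2 with CaCl2, KCl, NaCl, DTT, Triton | Reagent: Labelled myosin peptide probe, 5 nM | Doses: One dose per compound | Times: 5 min incubation before reading | Benchmarks: Neutral control DMSO, positive control TFP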
esBAF inh – inhibitors of esBAF chromatin remodeling in mouse ES cells; Bmi1-luciferase knock-in reporter, 24 h; 100% = twice the neutral-well signal; reporter increase, % at 12.5 µM; 2% of 350,000 active; in the data active = activation above about 40%; inconclusive = no clear call, values can overlap the other calls;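 note: 0% = median of the plate's neutral control wells and 100% = double that signal; a rise in the Bmi1 reporter signal indicates esBAF inhibition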
Starred values were filed as active, the others as inactive; i = inactive; ? = inconclusive; . = no result given.

Results follow in this order: RAD54 branch	ERp5 inh	RAD52 anneal inh	E-sel inducer	XiGFP reactiv	ERAP1 HTS inh	S100A4 MyoIIA	esBAF inh
COC(=O)[C@]12C[C@H](CC(=O)N3CCC(c4ccccc4)CC3)C(=O)N(Cc3ccccc3)C1=C[C@H](C1CCCC1)O[C@@H]2C
→ .	-1	-9	-0.4	0.0	-3	-2	.
COc1cc(C(=O)NC(C)c2ccc(-n3ccnc3)cc2)cc(OC)c1C (configuration not stated)
→ 0	0	-17	-0.1	0.0	5	-9	3
CC1CCN(S(=O)(=O)c2ccc(S(=O)(=O)NCC3COCCO3)cc2)CC1 (configuration not stated)
→ -13	-5	-7	.	.	0	-2	5
CCS(=O)(=O)c1ccc2oc(SCC(=O)NCCc3ccccc3)nc2c1
→ .	?	1	0.1	0.0	1	3	.
COc1ccc(S(=O)CC(=O)Nc2ccc(Cl)cc2Cl)cc1 (configuration not stated)
→ .	6	-14	.	0.0	-2	2	.
CC(CCN1C(Nc2ccccc2)=NC[C@@H]1C)c1ccccc1 (some centres not stated)
→ 0	1	-7	0.2	0.1	-3	-3	-4
COc1ccc(Cn2cc(CN3CCS(=O)(=O)N(Cc4ccc(-c5cccc(Cl)c5)cc4)C(C)C3=O)nn2)cc1 (configuration not stated)
→ -11	-3	1	4.0	-0.1	-2	0	-2
COCCNC(=O)C1CCCN(C(=O)Cc2ccc(F)cc2)CC1 (configuration not stated)
→ 16	1	-12	-0.1	-0.1	-2	-4	1
COc1ccc(-n2c(Cc3cccn3C)nnc2SCC(=O)Nc2cccc(C)c2C)cc1
→ -4	-2	-40	0.3	0.1	-4	5	3
C[C@H](CO)N1C[C@H](C)[C@H](CN(C)CC2CCCCC2)Oc2c(NC(=O)NC3CCCCC3)cccc2C1=O
→ 8	-2	-7	-0.2	-0.7	-2	-8	5
O=C(CN1CCCC1)Nc1c(Cl)cccc1Cl
→ 5	5	-5	.	0.0	0	-3	-2
Cc1ccc(S(=O)(=O)Nc2ccc3c(c2)C(=O)N([C@H](C)CO)C[C@H](C)[C@@H](CN(C)C(=O)Nc2c(C)noc2C)OCCCC[C@H](C)O3)cc1
→ 1	3	-3	.	0.1	1	-10	-1
C[C@@H]1CN([C@H](C)CO)C(=O)c2cccc(NC(=O)C3CC3)c2O[C@@H]1CN(C)C(=O)Nc1ccc2c(c1)OCO2
→ -5	3	17	0.0	0.1	1	0	0
C[C@@H]1CN([C@@H](C)CO)C(=O)c2cccc(NC(=O)C3CCCCC3)c2O[C@@H]1CN(C)Cc1ccc(Oc2ccccc2)cc1
→ -9	1	4	1.6	0.1	-3	10	-2
CN(C)CCNC(=O)c1cccc2nc3c(ccc4ccccc43)nc12
→ .	3	95*	8.0	-0.2	4	-20	.
Fc1ccc(CN2C3=NCCN3c3ccccc32)cc1
→ .	2	-16	-0.1	0.2	.	0	.
O=C(NC1CCCCC1)N1CC(=O)N2[C@H](CO)[C@@H](c3ccc(-c4cccc(F)c4)cc3)[C@@H]2C1
→ .	-1	13	-0.3	0.0	-2	1	.
Cc1cccc(NC(=O)COc2ccc(Br)cc2/C=N/O)c1
→ .	17	-12	-1.0	0.2	-4	-1	.
COC(=O)c1ccc(NS(=O)(=O)c2ccc3[nH]c(=O)oc3c2)cc1
→ 0	3	-1	-0.1	0.0	1	-3	-2
COc1ccc(OC)c(CNC(=O)C2CCN(S(=O)(=O)N3CCCC3)CC2)c1
→ 7	-4	11	.	.	-7	3	-3
COC(=O)c1cc(C(=O)OCC(=O)NC2CCCC2)cc([N+](=O)[O-])c1
→ 0	3	-12	.	0.0	0	-1	-4
COc1cc(C(=O)COC(=O)c2cccs2)cc(OC)c1OC
→ -1	2	-5	-0.4	0.1	1	1	-5
C[C@@H]1CN([C@H](C)CO)C(=O)c2cc(NC(=O)Nc3cccc4ccccc34)ccc2O[C@H]1CN(C)Cc1ccc2c(c1)OCO2
→ 10	3	30	.	-1.0	-1	5	-2
O=C(COc1ccc(Cl)cc1Cl)Nc1nnc(C2=COCCO2)o1
→ -12	-11	3	0.0	0.1	-2	2	.
O=C(O)CCNC(=O)c1ccccc1
→ 0	1	-3	0.1	0.1	0	12	3
COc1ccc(NC(=O)n2ncc3c(C)cccc32)cc1OC
→ -7	2	8	0.2	0.0	0	25	53*
N/C(=N\OC(=O)c1cccc(F)c1)c1ccccn1
→ -13	-3	-6	.	0.0	4	-1	-58
CCc1cccc(NS(=O)(=O)c2ccc3c(c2)NC(=O)CC(=O)N3)c1
→ 1	1	-5	.	0.3	7	11	2
O=C1CN(Cc2ccc(F)cc2)C[C@@H]2[C@@H](c3ccc(-c4ccccc4F)cc3)[C@@H](CO)N12
→ .	6	1	-0.5	0.0	-3	14	.
CO[C@H]1CN(C)C(=O)c2cc(NC(=O)Cc3ccccc3)ccc2OC[C@@H](C)N(C)C[C@H]1C
→ 6	-1	6	-0.1	5.5	-1	-3	2
O=C(N=C1SC2CS(=O)(=O)CC2N1c1ccc(Cl)c(Cl)c1)C1CCCO1 (configuration not stated)
→ -11	-15	-9	-1.1	0.0	2	-1	3
C/C=C/c1cnc2c(c1)C(=O)N([C@H](C)CO)C[C@@H](C)[C@H](CN(C)C(=O)c1cccc(F)c1)O2
→ -8	-3	0	-0.2	-0.9	1	2	5
Cc1ccc(-c2noc(-c3ccccc3F)n2)cc1
→ .	1	-12	0.1	0.0	-1	-33	-15
COCCCNC(=S)NNC(=O)c1csc(C)n1
→ .	3	-18	.	0.1	0	0	-5
O=C(NCCN1CCOCC1)C(Sc1ccccc1)c1ccccc1 (configuration not stated)
→ .	3	-4	9.3	0.0	1	-8	.
COc1ccc(NC(=O)CN(C)CC(=O)NCc2ccc(C)cc2)cc1
→ -2	3	-12	.	-0.1	-3	-7	-1
COc1ccc(NC(=O)c2cc(S(=O)(=O)N3CCCCC3)c[nH]2)c(OC)c1
→ -3	-10	-1	0.0	0.1	-3	9	7
CC(=O)Nc1ccc(NC(=O)CSC2=NS(=O)(=O)c3ccccc3N2)cc1
→ 1	-3	-2	-0.1	0.4	-3	-3	7
COc1cc(OC)cc(C(=O)NCC(=O)OC2CCCCC2=O)c1 (configuration not stated)
→ -5	1	-15	0.1	0.3	-3	0	1
COc1ccccc1C(=O)NCCC(=O)N(C)Cc1ccc(C)o1
→ 9	-3	-6	.	0.2	2	13	4
O=C(CCCn1c(=O)c2ccccc2n(Cc2cccc(F)c2)c1=O)NC1CCN(Cc2ccccc2)CC1
→ .	-4	-76	.	-0.1	8	-7	.
O=C(C[C@H]1C[C@@H]2c3cc(NC(=O)C4CCC4)ccc3O[C@@H]2[C@@H](CO)O1)NCc1ccc2c(c1)OCO2
→ 6	0	4	0.2	0.3	1	-91	0
O=c1cc(-c2ccc(O)cc2)oc2ccc3ccccc3c12
→ -1	10	-8	-0.8	0.0	1	2	-82
COc1ccc(OC)c(COC(=O)c2cc([N+](=O)[O-])ccc2N2CCOCC2)c1
→ 2	21	-9	.	0.1	-2	-8	4
O=C(NCCC1=CCCCC1)C1CC(=O)N(Cc2ccccc2)C1 (configuration not stated)
→ -6	2	-4	-0.6	0.0	0	-9	.
C[C@H]1CN([C@@H](C)CO)C(=O)c2cc(NC(=O)Cn3cnnn3)ccc2O[C@@H]1CN(C)S(=O)(=O)c1ccccc1
→ .	4	3	1.9	0.1	0	-1	2
CCC(=O)c1ccc(OCC(=O)Nc2nc(-c3cccnc3)cs2)cc1
→ -4	-1	-6	.	0.4	2	-2	-3
Cc1cc(C)cc([C@H]2C[C@]34CN(C(=O)OC(C)(C)C)S(=O)(=O)[C@H]3C[C@H]2O4)c1
→ .	3	-18	.	0.2	0	-3	.
Cc1ccc(S(=O)(=O)N2[C@@H]3CNC[C@H]2C3c2ccc(-c3ccc(C(=O)N(C)C)cc3)cc2)cc1 (some centres not stated)
→ .	-2	-84	0.0	0.2	-1	-8	.
O=C(CSc1nnc(Cc2ccccc2)n1-c1ccc(Cl)cc1)N1CCOCC1
→ 1	2	-7	.	.	-5	-2	7

(more compounds)
Results follow in this order: RAD54 branch	ERp5 inh	RAD52 anneal inh	E-sel inducer	XiGFP reactiv	ERAP1 HTS inh	S100A4 MyoIIA	esBAF inh
CCN(C(=O)c1ccc(S(=O)(=O)N2CCCCC2)cc1)C1CCS(=O)(=O)C1 (configuration not stated)
→ .	4	-11	2.4	-0.1	3	1	-3
COCCOc1ccc(C(F)(F)F)cc1NC(=O)COC(=O)c1ccc(N2CCCC2=O)cc1
→ -3	-1	-9	-0.5	0.3	1	-5	1
CCC(Sc1nc(C)cc(=O)[nH]1)C(=O)Nc1sc2c(c1C#N)CCCC2 (configuration not stated)
→ 10	6	2	.	.	1	12	8
COC(=O)c1cc(S(=O)(=O)Nc2cccc(C)c2C)cn1C
→ -1	0	-36	1.8	0.1	.	7	-8
COc1ccc(C(=O)Nc2ccc(C(=O)N3CCC(C)CC3)cc2)cc1OC
→ -6	0	-7	-8.9	0.2	-2	1	2
COc1ccccc1N=Cc1c(C)c(C#N)c2[nH]c3ccccc3n2c1=O
→ -2	0	i	1.7	-0.1	2	8	14
O=C(c1ccc(CNc2c(NC3CCCCC3)c(=O)c2=O)cc1)N1CCc2ccccc21
→ -4	-1	-10	0.3	0.0	-2	-4	2
CC(C)c1ccccc1-n1c(SCC(=O)c2ccc3c(c2)NC(=O)CO3)nc2ccccc2c1=O
→ 5	2	-12	0.1	0.0	-5	2	5
Cc1ccc(S(=O)(=O)NCCC(=O)OCC(=O)N2CCCC2=O)cc1
→ 2	1	-1	-1.2	0.0	-1	5	-7
Cc1ccc(S(=O)(=O)c2ccc(-n3nc(C)cc3N)cc2)cc1
→ .	-3	-2	.	0.0	-3	-2	.

RAD52 anneal inh: what is marked active above.
SMILES | ERp5 inh | RAD52 anneal inh | ERAP1 HTS inh | S100A4 MyoIIA | esBAF inh
CN(C)CCNC(=O)c1cccc2nc3c(ccc4ccccc43)nc12 | 3 | 95* | 4 | -20 | .

Further structures follow:
Results follow in this order: RAD54 branch	ERp5 inh	RAD52 anneal inh	E-sel inducer	XiGFP reactiv	ERAP1 HTS inh	S100A4 MyoIIA	esBAF inh
O=C(NCC1CCCO1)c1cc2ccccc2nc1Cl (configuration not stated)
→ .	0	2	.	0.0	-1	-5	.
COc1ccc(-c2cc(C(F)F)n3ncc(C(=O)Nc4ccc(C(=O)N5CCOCC5)cc4)c3n2)cc1
→ .	1	0	-1.6	-0.1	1	4	.
CC1CN(C(=O)c2cc3cc([N+](=O)[O-])ccc3oc2=O)CC(C)O1 (configuration not stated)
→ -1	-2	-16	-0.1	.	.	-2	-3
CC(=O)c1ccc(OCCCC(=O)N2CCN(S(=O)(=O)c3cc(C)ccc3C)CC2)cc1
→ 3	3	-14	0.6	-0.1	1	-1	7
CC(C)C#Cc1cnc2c(c1)C(=O)N([C@@H](C)CO)C[C@H](C)[C@H](CN(C)C(=O)Nc1cccc(F)c1)O2
→ -8	-8	16	-0.4	-0.5	3	-2	3
CCn1c2ccccc2c2cc(NC(=O)CSc3nccc(=O)[nH]3)ccc21
→ -8	6	-11	3.2	0.1	-5	1	0
